Assay outcomes: PubChem, several laboratories
HIV fusion peptide: inhibitors of HIV fusion peptide binding, primary screen, biochemical, uHTS, fluorescence dequenching (AID 1986). cell-free peptide binding, fluorescence dequenching, 30 min; higher % means a stronger effect. one-dose inhibition, % at 20 µM; IC50 in µM for titrated hits. hit rate 0.3% among 290,000; in the data active = inhibition mostly above about 52%, no sharp cut-off; inactive = mostly below about 76%; also: some results filed as inactive read as strong as hits
AID2073: inhibitors of Mint1-CaV2.2 protein interaction, biochemical, HTRF (AID 2073); HTRF protein-protein interaction, Mint1-CaV2.2; higher % means a stronger effect; inhibition, % at 20 µM, or IC50 in µM where a hit was titrated; hit rate 0.19% among 290,000; in the data active = inhibition mostly above about 51%, no sharp cut-off; inconclusive = no clear call, values can overlap the other calls; inactive = mostly below about 53%; also: some results filed as inactive read as strong as hits
WT yeast gro inh: growth inhibition of WT yeast, mitochondrial fusion screen. mitochondrial fusion phenotypic screen, WT strain. inhibition, % at 10 µM. hit rate 2.1% among 190,000; in the data active = inhibition above about 58%; tested in S. cerevisiae
Dynein cargo inh: blocks dynein driven cargo transport along microtubules; z-score, hits read low; AID 1381; 3617.4 mouse cells, GR-EGFP nuclear translocation imaging; test concentration mostly 20 µM; stimulated with dexamethasone, 1 µM; hits give low values; hit rate 0.47% among 220,000;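 active = plate z-score of nuclear minus cytoplasmic receptor signal below a set negative limit, without overly bright fluorescence or cell loss, cut at about -3.5 in these data, passing the limit was not always enough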;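 also: z-score of nuclear minus cytoplasmic ring GR-EGFP intensity difference per well; some compounds called inactive have numbers as strong as hits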
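Buffer or medium: tet-free, stripped-serum medium; Also added: dexamethasone, 1.0 µM final; Technique: high-content fluorescence imaging after fixation; Times: 48 h induction, 1 h compound, 30 min dex at 37 °C; Read-out: per-cell GR-EGFP intensity, nucleus versus surrounding cytoplasmic ring, well-averaged.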
Yfh1-depleted yeast: enhancers of respiration in Yfh1-depleted yeast, dose response, Friedreich's ataxia, plus single-dose screen (AID 1465). S. cerevisiae Yfh1-off respiration, WST-1 reduction, 72 h; higher fold induction means a stronger effect. one-dose fold induction at 50 µM; EC50 in µM for titrated hits. hit rate 0.074% among 220,000;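 active = fold induction of absorbance versus untreated yeast above a set limit, then at least 30% activation at any dose in follow-up; inconclusive = repeats straddling the limit, or above it without dose testing; inactive = fold induction below the set limit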;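 also: activators that raise dye reduction in frataxin-depleted yeast; strong numbers were not always called active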
Insulin prom up: MIN6 insulin promoter up-regulation. hit rate 0.3% among 190,000. MIN6 insulin promoter-GFP reporter, high-content imaging; hits give high values. z-score at 5 µM;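 active = z-score above 3 at 5 µM with at least 500 cells counted in the well; inconclusive = wells under 500 cells, flagged as cytotoxic or low count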
Autophagy mod: autophagy modulation, high-content screen. MEF GFP-LC3 puncta imaging; test concentration mostly 10 µM. hit rate 0.98% among 190,000. calls only at 10 µM (by protocol). AID 463193;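 active = percentage of spot-positive cells more than 3 SD above its plate mean, without a fluorescence outlier flag or 80% toxicity; inconclusive = no clear call, values can overlap the other calls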;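 also: spot-positive cell cutoff set from DMSO-treated cells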
bCat nuc transl: beta-catenin nuclear translocation modulation; hit rate 0.3% among 190,000; AID 1665; nuclear translocation activity, % at 5 µM; HeLa beta-catenin nuclear translocation, immunofluorescence imaging;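 active = nuclear translocation activity above 50% at 5 µM, with a well cell count of 50 or more; inconclusive = wells under 50 cells across six images, flagged as toxic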;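 also: per-cell ratio of nuclear to cytoplasmic median beta-catenin stain intensity; plate controls were DMSO negative control for no effect and GSK-3 inhibitor IX positive control for full effect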
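Assay system: human HeLa cells, native beta-catenin; doses: 5 µM primary, 0.02–20 µM confirmation; incubation: compound treatment 24 h, 37°C, 5% CO2; technique: fluorescence imaging of beta-catenin antibody stain plus DAPI; measure: % activation, nuclear-to-cytoplasmic median beta-catenin signal ratio per cell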
MT stabilize HCS: microtubule stabilizers in HeLa cells. HeLa tubulin immunostaining HCS, 24 h; share of cells brighter than vehicle mean+2SD. % tubulin-high responders, % at 10 µM. hit rate 0.83% among 200,000;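 active = plate Z-score above 3 for both tubulin-high and condensed-nucleus cell shares, with cell loss under 80%, at 10 µM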;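 also: anti alpha tubulin signal scored within the nucleus-defined area of each cell; some results filed as inactive read as strong as hits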
WT yeast gro inh mutant strain: also measured in WT yeast gro inh; calls as there; inhibition, %; mitochondrial fusion phenotypic screen, mutant strain inhibition
Dynein cargo inh cytoplasmic EGFP: second read-out of Dynein cargo inh, no call of its own (marks repeat the call); z-score; measured here: cytoplasmic GR-EGFP intensity; hits give high values
Dynein cargo inh nuclear GR-EGFP: second read-out of Dynein cargo inh, no call of its own (marks repeat the call); z-score; measured here: nuclear GR-EGFP intensity;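 lower value marks the stronger effect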
Dynein cargo inh cell count: second read-out of Dynein cargo inh, no call of its own (marks repeat the call); z-score; measured here: cell count per field
Insulin prom up cell count: second read-out of Insulin prom up, no call of its own (marks repeat the call); cell count; measured here: cytotoxicity, nuclei count;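 total cells summed across four imaged fields per well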
bCat nuc transl cell count 5 µM: further read-out of bCat nuc transl, marked with its call; cell count; measured here: cell count, cytotoxicity flag
MT stabilize HCS Hoechst-high %: recorded beside MT stabilize HCS, whose call it bears; % Hoechst-high responders; measured here: nuclear condensation Hoechst responders;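 share of cells brighter than vehicle mean plus two SD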
MT stabilize HCS cytotoxicity %: second read-out of MT stabilize HCS, no call of its own (marks repeat the call); toxicity, %; measured here: cytotoxicity by cell density;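 0% = mean cell density of plate MIN control wells and 100% = no cells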
Autophagy mod cell loss 18 h: also measured in Autophagy mod; calls as there; toxicity, %; measured here: cell loss, nuclei count;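 cell loss after 18 h compound exposure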
The depositor's hits bear a star; i = inactive; ? = inconclusive; nt = not tested or not shown; + = active, no number.

SMILES | HIV fusion peptide | AID2073 | WT yeast gro inh | WT yeast gro inh mutant strain | Dynein cargo inh | Dynein cargo inh cytoplasmic EGFP | Dynein cargo inh nuclear GR-EGFP | Dynein cargo inh cell count | Yfh1-depleted yeast | Insulin prom up | Insulin prom up cell count | Autophagy mod | Autophagy mod cell loss 18 h | bCat nuc transl | bCat nuc transl cell count 5 µM | MT stabilize HCS | MT stabilize HCS Hoechst-high % | MT stabilize HCS cytotoxicity %
Cc1ccc2c(c1)C1CN(C)CCC1N2C(=O)/C(C#N)=C/c1ccc2c(c1)OCO2 (stereo not drawn) | 1.1% | 3% | -1 | 5 | -0.55 | -0.2 | -0.21 | 0.56 | i | 0.07 | 1541 | i | -6 | -2.1 | 906 | 5.4 | 3.5 | 2.6
O=C(Nc1ccccc1)NC1CC2CCC(C1)N2 (stereo not drawn) | 1.5% | -6% | -10 | -2 | 0.49 | -0.24 | 0.49 | 0.47 | i | -0.04 | 1247 | i | -15 | -8.4 | 1223 | 6.7 | 2.5 | 8.5
COc1ccc(N=Cc2c(O)n(CC3CCCO3)c(=O)[nH]c2=O)cc1 (stereo not drawn) | 0.3% | 2% | -15 | -9 | -0.7 | -0.29 | -0.49 | 0.17 | i | 0.16 | 1265 | i | 8 | 1.1 | 519 | 2.9 | 2.5 | 11
COc1cccc(CNC2CN3CCC2CC3)c1OC (stereo not drawn) | 4.1% | 4% | -3 | -8 | -0.11 | -0.16 | -0.12 | -0.37 | i | 0.24 | 1302 | i | -1 | -5.4 | 1001 | 1.7 | 1.7 | 9.3
CCCCN1C(=O)NC(=O)C2(Cc3ccccc3N3CCOCC32)C1=O (stereo not drawn) | 8.5% | 3% | 4 | 2 | -1 | 1.7 | 0.088 | 0.63 | i | 0.62 | 1127 | i | -4 | -3.9 | 777 | 1.5 | 0.6 | 45
O=c1cccc2n1CC1CC2CN(C(c2cccc(F)c2)c2sc3ncnn3c2O)C1 (stereo not drawn) | 1.7% | 22% | 14 | 5 | -0.56 | -0.22 | -0.16 | 0.32 | i | -1.1 | 1938 | i | -2 | -0.2 | 1138 | 4.2 | 2.6 | 7.1
CC(C)COC(=O)c1ccccc1C(=O)OCC(C)C | -0.4% | -2% | nt | nt | 0.85 | -0.53 | 1.1 | -1.3 | i | -0.22 | 1041 | nt | nt | 0.4 | 1156 | nt | nt | nt
OC1(c2ccc(F)cc2)CCNC1 (stereo not drawn) | -0.5% | -8% | -19 | 7 | -1 | 0.17 | -0.39 | 0.56 | i | -0.31 | 1534 | i | 14 | -0.2 | 1376 | 3.3 | 2.3 | 12
COc1cccc(-n2c(O)c(C=Nc3c(C)n(C)n(-c4ccccc4)c3=O)c(=O)[nH]c2=O)c1 | 5.5% | 10% | -7 | -21 | -0.27 | -0.3 | 0.45 | 0.34 | i | 0.5 | 1307 | i | 4 | -1.6 | 560 | 2.2 | 1.2 | 11
CNC(=S)N1CCn2cccc2C1c1cccnc1 (stereo not drawn) | 1.1% | -5% | 0 | -7 | -1.3 | -0.22 | -0.94 | 1 | i | -0.25 | 1348 | i | -20 | -1.8 | 1133 | 2.8 | 2.4 | 12
Cc1ccccc1Cc1c(C)nc2nc(SCC(=O)N3CCC4(CC3)OCCO4)nn2c1C | -0.8% | 16% | 2 | -17 | 0.59 | -0.066 | 0.5 | -0.17 | i | 0.02 | 1006 | i | -10 | nt | nt | 2.7 | 1.2 | 4.1
Nc1c([N+](=O)[O-])cc(F)c(N2CCNCC2)c1Br | -3.0% | 3% | 5 | 4 | -0.52 | -0.33 | -0.53 | 0.46 | i | ? | nt | i | 8 | nt | nt | 3.1 | 3.4 | 9.5
CC(C)(C)P(=O)(c1ccncc1)N1CCCC1 (stereo not drawn) | -0.9% | -13% | 19 | 11 | -0.41 | -0.26 | -0.016 | 0.23 | i | -0.97 | 1133 | i | -3 | 6.6 | 1031 | 1.7 | 2.1 | 5.5
C#CC[N+]1(C)C2CCC1CC(O)C2 (stereo not drawn) | -1.0% | 2% | -8 | -1 | -0.71 | -0.042 | -0.24 | 0.48 | i | -0.13 | 1313 | i | 16 | -0.8 | 1114 | 6.2 | 2.1 | 5.8
CCN1C(=O)C(=Cc2cc(C)n(C3CC3)c2C)C(=O)N(CC)C1=S | 7.9% | -12% | 13 | 14 | 0.86 | 1 | 1.1 | -1.5 | i | 0.93 | 1583 | i | 20 | -1.2 | 1065 | 3.1 | 1.6 | 2.7
O=C1/C(=C/c2ccc3c(c2)OCO3)N2CCC1CC2 | 0.4% | 17% | 0 | 11 | -0.38 | -0.21 | -0.24 | 0.017 | i | 0 | 1448 | i | -7 | -3.3 | 1133 | 7.1 | 1.4 | 13
Cc1ccc(S(=O)(=O)N2CCCC2c2cccnc2)cc1 (stereo not drawn) | -0.7% | 9% | nt | nt | 0.13 | -0.24 | 0.0083 | 0.39 | i | 0.61 | 1331 | nt | nt | 0.7 | 1009 | nt | nt | nt
O=c1c2ccccc2nc(N2CCCC2)n1-c1ccccc1 | -0.4% | 16% | -13 | -25 | -0.37 | -0.22 | -0.2 | -0.13 | i | -1.3 | 923 | i | 6 | 0.7 | 1165 | 2.9 | 2.9 | 1.7
O=C(Cn1ncc2c3ccccc3n(Cc3ccccc3)c2c1=O)N1CCC2(CC1)OCCO2 | -1.9% | 1% | 19 | 10 | -0.14 | -0.18 | 0.71 | 0.4 | i | 0.29 | 1202 | i | 5 | 0.8 | 1152 | 1.8 | 2.2 | 14
O=C(O)C1CSC(c2cccnc2)N1 (stereo not drawn) | 1.2% | 8% | 7 | 4 | 0.3 | -0.15 | 0.6 | -0.51 | i | -0.16 | 1355 | i | 5 | -5.4 | 985 | 4.9 | 2.2 | 6.7
CN1CN=C(N[N+](=O)[O-])N(Cc2ccco2)C1 | -1.1% | 5% | -8 | -6 | -0.11 | -0.21 | -0.14 | -0.019 | i | 0 | 1285 | i | -8 | 1.7 | 964 | 2.5 | 2.5 | 6.0
COc1ccc(C2NCc3ccccc3-n3cccc32)cc1 (stereo not drawn) | -1.1% | 0% | 8 | 2 | -0.7 | -0.12 | -0.12 | 0.095 | i | 0.05 | 1055 | i | -4 | nt | nt | 9.8 | 2.6 | 8.1
Cc1nc2cc(C(F)(F)F)ccc2n1C1CCN(Cc2nnnn2Cc2ccc3c(c2)OCO3)CC1 | -3.6% | -3% | 15 | 7 | -0.56 | -0.18 | -0.00039 | -0.34 | i | 2.6 | 682 | i | 3 | -6.4 | 1155 | 4.6 | 4.3 | 11
O=C(C(=O)N1CCOCC1)c1cn(CCCOc2ccccc2)c2ccccc12 | -0.5% | -4% | -4 | 7 | 0.14 | -0.025 | 0.41 | 0.24 | i | -0.39 | 1445 | i | 17 | 0.7 | 1467 | 8.3 | 2.4 | 9.0
O=c1c2ccccc2nc(-c2ccco2)n1-c1ccc(Br)cc1 | 1.2% | 23% | nt | nt | -0.055 | -0.15 | 0.65 | 0.13 | i | 0.09 | 1041 | nt | nt | -0.2 | 1282 | nt | nt | nt
SMILES | HIV fusion peptide | AID2073 | WT yeast gro inh | WT yeast gro inh mutant strain | Dynein cargo inh | Dynein cargo inh cytoplasmic EGFP | Dynein cargo inh nuclear GR-EGFP | Dynein cargo inh cell count | Yfh1-depleted yeast | Insulin prom up | Insulin prom up cell count | Autophagy mod | Autophagy mod cell loss 18 h | bCat nuc transl | bCat nuc transl cell count 5 µM | MT stabilize HCS | MT stabilize HCS Hoechst-high % | MT stabilize HCS cytotoxicity %
Cc1ccc2nsnc2c1-n1c(C)nc2ccccc2c1=O | 1.0% | 6% | -2 | -8 | -0.18 | -0.16 | -0.25 | 0.59 | i | -0.24 | 1391 | i | 30 | -5.0 | 1048 | 1.3 | 1.7 | 5.0
CC(Cc1ccccc1Sc1ccc(O)cc1)N(C)C (stereo not drawn) | -2.2% | 2% | 8 | 12 | -0.33 | -0.24 | -0.092 | 1.8 | i | -0.9 | 814 | i | 2 | -4.4 | 1200 | 2.4 | 1.1 | 4.2
CCCCn1c(=O)c(C=Nc2cccnc2Cl)c(O)n(CCCCl)c1=O | 38% | 10% | 13 | 18 | 0.76 | -0.14 | 1.3 | -0.72 | i | 1.2 | 1307 | i | 2 | -0.1 | 526 | 3.5 | 2.1 | 8.1
CCN(CC)c1ccc(N=Cc2c(O)n(-c3ccc(Cl)cc3)c(=O)[nH]c2=O)cc1 | 0.1% | -2% | 17 | -1 | -0.15 | 1.2 | 0.74 | 0.077 | i | 0.38 | 1270 | + | nt | 0.0 | 1375 | i | nt | 100
COC(=O)C(O)(c1ccc2c(c1)CCCN2)C(F)(F)F (stereo not drawn) | -2.1% | -8% | -5 | -5 | 1.6 | -0.031 | 1.8 | -2.1 | i | -0.69 | 1086 | i | -10 | -0.3 | 1188 | 2.2 | 2.5 | 2.9
CC(=O)N(C1=NCCCS1)c1ccccc1F | -0.1% | 17% | 14 | 4 | -0.45 | -0.19 | -0.023 | 0.23 | i | -0.69 | 1104 | i | 17 | -7.6 | 977 | 4.1 | 2.2 | 11
O=C(C1CCCN(c2nnc(-n3cccc3)s2)C1)N1CCC2(CC1)OCCO2 (stereo not drawn) | -2.0% | 49% | 3 | 17 | -0.25 | -0.13 | 0.21 | -0.85 | i | 0.78 | 1928 | i | 2 | -0.1 | 1104 | 3.8 | 2.2 | 7.4
COc1ccc(CN2CCN(C(=O)Cc3ccccc3)CC2)c(OC)c1 | -0.2% | 25% | -4 | -11 | 1.3 | -0.013 | 2.3 | -2 | i | -0.55 | 1184 | i | 13 | 5.6 | 422 | 1.7 | 2.9 | 7.3

Not all compounds are listed; the hit share may differ from the screen's.
